Screening results (PubChem BioAssay)
TRHR PAM = allosteric enhancers of human TRH receptor; TRHR cells, fluo-8 calcium fluorescence, EC20 TRH enhancement; enhancement, % at 2 µM; 360,000 tested, 0.66% active; AID 493056; in the data active means enhancement above about 30%; further: 0% is about no effect
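TRHR-expressing cells loaded with fluo-8 calcium dye were read kinetically (ex 480/em 530) during compound addition, then stimulated with an EC20 of TRH (10 nM final). Enhancement of the Gq-mediated intracellular calcium response was scored.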
D1 PAM = potentiators of human D1 dopamine receptor; potentiation, % at 10 µM; AID 504651; HEK293 TREx D1 cells, calcium flux, dopamine EC20 potentiation; P21728; 360,000 tested, 0.036% active; in the data active means potentiation above about 30%; further: 0% is about no effect
D1 antag = antagonists of human D1 dopamine receptor; P21728; HEK293 TREx D1 cells, calcium flux, dopamine EC80; active compounds read low; activity change, negative = inhibition, % at 10 µM; 360,000 tested, 3.2% active; in the data active means activity change below about -30%; further: on the % scale 0 is the no-effect control and ±100 the full control effect
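Compound effects on dopamine-evoked calcium signalling were measured in tetracycline-induced HEK293 Trex D1 cells. Dopamine at EC80 followed a 180 s compound pre-read, and fluorescence was tracked kinetically for 180 s more.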
D1 agonist = agonists of human D1 dopamine receptor; P21728; activation, % at 2 µM; 360,000 tested, 1% active; HEK293 T-REx D1 cells, calcium flux, agonist mode; further: 0% is about no effect
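Agonism was scored from calcium flux recorded over 180 s (1 read/s) after pintool compound addition, following a 10-cycle baseline. Cells were inducible force-coupled HEK293 TREx D1, plated overnight at 30 C and loaded with no-wash calcium dye.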
RXFP1 antag = blocks the human relaxin receptor RXFP1; Q9HBX9; HEK293-RXFP1, relaxin-stimulated cAMP HTRF, 30 min; active compounds read low; activity change, negative = inhibition, % at 57.5 µM; 350,000 tested, 0.59% active;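 active means activity change of -60% or lower, but not beyond a set lower limit; inconclusive means change between -60% and -40%, or beyond the set limit; inactive means change above -40%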; further: on the % scale 0 is the no-effect control and ±100 the full control effect
Target sequence (Q9HBX9 whole entry, looked up): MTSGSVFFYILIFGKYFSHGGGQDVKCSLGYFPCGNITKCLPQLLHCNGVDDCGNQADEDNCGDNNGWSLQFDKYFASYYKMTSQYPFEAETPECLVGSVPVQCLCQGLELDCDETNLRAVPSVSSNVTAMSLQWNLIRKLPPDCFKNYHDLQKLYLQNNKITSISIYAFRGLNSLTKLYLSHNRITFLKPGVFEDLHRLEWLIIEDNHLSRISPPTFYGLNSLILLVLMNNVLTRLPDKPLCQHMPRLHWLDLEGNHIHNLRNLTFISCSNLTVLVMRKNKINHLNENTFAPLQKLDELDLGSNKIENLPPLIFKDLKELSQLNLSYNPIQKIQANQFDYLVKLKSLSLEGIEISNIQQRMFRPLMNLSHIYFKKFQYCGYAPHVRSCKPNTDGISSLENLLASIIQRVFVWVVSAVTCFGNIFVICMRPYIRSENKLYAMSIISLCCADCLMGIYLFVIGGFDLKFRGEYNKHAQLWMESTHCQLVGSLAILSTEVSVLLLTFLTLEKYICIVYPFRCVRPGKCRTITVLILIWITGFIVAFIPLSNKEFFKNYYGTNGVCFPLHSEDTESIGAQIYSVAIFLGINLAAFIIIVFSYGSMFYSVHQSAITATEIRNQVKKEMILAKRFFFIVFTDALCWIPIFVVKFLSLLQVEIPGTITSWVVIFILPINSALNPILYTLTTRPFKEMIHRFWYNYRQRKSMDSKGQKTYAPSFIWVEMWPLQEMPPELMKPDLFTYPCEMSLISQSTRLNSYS
TRHR agonist = activates the human TRH receptor; P34981; TRHR cells, calcium flux fluo-8, FDSS agonist mode; activation, % at 2 µM; 360,000 tested, 0.18% active; AID 493084; further: 0% is about no effect
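In this calcium-flux screen, cells bearing human TRHR are dye-loaded with fluo-8, baselined for 10 cycles, then exposed to library compounds; positive kinetic calcium responses during the agonist phase mark hits, with TRH as control.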
D2 antag = D2 dopamine receptor (human) antagonism | 340,000 tested, 2% active | P14416 | HEK293 TREx D2 cells, calcium flux, dopamine EC80 | inhibition, % at 10 µM; in the data active means inhibition above about 30%; further: 0% is about no effect
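HEK293 T-REx D2 cells, tet-induced, calcium dye no-wash. Cpd pintool add, 180 s kinetic, then EC80 DA, 180 s kinetic. Ca flux read.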
D2 agonist = agonists of human D2 dopamine receptor; activation, % at 2 µM; HEK293 T-REx D2 cells, calcium flux agonist mode; 340,000 tested, 0.53% active;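 active means activation over 3 SD above normal in the single-dose calcium agonist read, cut at about 30% in these data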; further: 0% is about no effect
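Tetracycline-induced HEK293 T-REx cells with force-coupled D2 receptor, plated overnight at 30 C, loaded with no-wash calcium dye. After a 10 s baseline, compound was pin-added and calcium flux read kinetically for 180 s; calcium rises flagged agonists.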
D2 potentiator = positive allosteric modulators of human D2 dopamine receptor. 340,000 tested, 0.34% active. AID 485347. P14416. potentiation, % at 10 µM. HEK293 T-REx D2, calcium flux, EC20 dopamine potentiation;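 active means potentiation over 3 SD above the plate norm, cut at about 30% in these data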; further: 0% is about no effect
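Tetracycline-induced HEK293 T-REx cells force-coupled to calcium signalling expressed D2; compounds were pin-added after a 10 s baseline, read kinetically 180 s, then an EC20 dopamine challenge followed with a further 180 s calcium read.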
Active calls of the source: *; ? = inconclusive; . = not tested or not shown. Unless noted, no stated cut-off is given here; in the data, active means activation above about 30%; inactive means the rest.

SMILES	D1 agonist	RXFP1 antag	D2 potentiator	D1 antag	TRHR agonist	D2 antag	TRHR PAM	D2 agonist	D1 PAM
Cn1c(=O)c(NCCc2ccccc2)c2c3c(cccc31)C(=O)c1ccccc1-2	394*	8	-11	-78*	175*	72*	-18	87*	-5
CCN(c1ccccc1)S(=O)(=O)c1ccc2[nH]cc(C(=O)N3CCOCC3)c(=O)c2c1	2	-18	1	-15	0.1	0	25	0.2	-2
CCOc1ccc(OCCC(=O)NNC(=O)c2cc(C)oc2C)cc1	1	-3	6	-20	0.0	7	7	-0.7	3
COc1cccc(NC(=O)C(=O)NCCc2ccc(F)cc2)c1	1	-12	.	6	-0.4	.	1	.	-5
CCOC(=O)Nc1cc2c(cc1C(C)=O)OCO2	0	10	-2	-5	0.3	5	-8	0.8	0
CN(C)c1nc(Oc2ccc(OCCOc3ccccc3)nn2)nc(N(C)C)n1	20	9	-4	-20	-0.6	1	-8	0.7	4
O=S(=O)(Nc1ccccc1Cl)c1cc(NC(=S)NCCN2CCOCC2)ccc1Cl	1	1	.	-1	-1.0	-17	13	-3.2	-1
Cc1ccc(C)c(Cn2nnc(C(=O)NCc3ccc(Cl)cc3Cl)c2N)c1	19	-3	3	-6	-0.3	.	10	-0.5	3
O=C(NC1CC2CCCC(C1)N2Cc1ccc(F)cc1)c1ccc(F)cc1 (stereo not drawn)	4	0	-22	-68*	0.2	75*	-1	0.7	-9
O=C(CN1CCN(c2ccccc2F)CC1)c1ccc2cc[nH]c2c1	5	-6	-25	-26	0.3	29	-1	28	-8

Overlap with the part before: 3 entries; new compounds follow.
SMILES	D1 agonist	RXFP1 antag	D2 potentiator	D1 antag	TRHR agonist	D2 antag	TRHR PAM	D2 agonist	D1 PAM
Cc1ccc(C)c(Cn2nnc(C(=O)NCc3ccc(Cl)cc3Cl)c2N)c1	19	-3	3	-6	-0.3	.	10	-0.5	3
O=C(NC1CC2CCCC(C1)N2Cc1ccc(F)cc1)c1ccc(F)cc1 (stereo not drawn)	4	0	-22	-68*	0.2	75*	-1	0.7	-9
O=C(CN1CCN(c2ccccc2F)CC1)c1ccc2cc[nH]c2c1	5	-6	-25	-26	0.3	29	-1	28	-8
O=C(COc1ccc(Cl)cc1)NNC(=O)CSc1nncs1	3	-28	-5	-18	0.5	-4	6	-0.2	-2
O=C1CCCc2cc(S(=O)(=O)N3CCCC(C(=O)Nc4ccc(F)c(Cl)c4)C3)ccc2N1 (stereo not drawn)	2	.	0	-13	0.4	.	4	.	-4
CCN1CCN(c2ccc(S(=O)(=O)N3CCCCC3)cc2NC(=O)Cc2c(F)cccc2Cl)CC1	2	0	9	13	-0.4	8	4	0.5	-6
COc1ccc2c(c1)N(C(=O)CN1C(=O)C3CCCCC3C1=O)C(C)(C)C=C2C (stereo not drawn)	4	-1	-2	18	-0.6	-17	-5	-0.9	-10
Cc1ccc2cc(/C=N/NC(=O)[C@H]3C[C@@H]3c3ccccc3)c(Cl)nc2c1	2	4	-22	20	0.1	-10	3	-0.4	-2
O=C(CSC1CN(C(c2ccccc2)c2ccccc2)C1)N/N=C/c1ccc(Cl)cc1Cl	3	-2	-5	8	-0.6	-1	-4	-0.8	-1
O=C(N/N=C/c1c[nH]c2ccccc12)C1CC1(c1ccccc1)c1ccccc1 (stereo not drawn)	2	.	-6	-5	1.0	5	2	15	-2
CCN1C(=O)[C@@H]2[C@@H](c3ccc(-c4ccc(Cl)c(Cl)c4)cc3)N3CCCC[C@@]3(C(=O)OC)[C@@H]2C1=O	0	.	-2	4	0.6	-5	-5	0.7	-5
COc1ccc(C(=O)c2nccc3ccccc23)cc1	-5	-12	9	2	-0.5	-1	0	-0.1	4
C/C(=N\NC(=O)C(O)c1ccccc1)c1ccc(Cl)s1 (stereo not drawn)	3	-2	-1	5	-0.4	-5	2	-1.2	-1

(cont.)
SMILES	D1 agonist	RXFP1 antag	D2 potentiator	D1 antag	TRHR agonist	D2 antag	TRHR PAM	D2 agonist	D1 PAM
CC(C)CNC(=O)NC(=O)COC(=O)Cn1cnc2ccccc2c1=O	1	-11	28	11	-0.6	-2	-4	0.1	-1
COC(=O)Cn1nnc2c(cnn2-c2ccccc2)c1=O	1	-11	9	3	0.3	0	4	0.1	1
O=C(Cn1ncc(N2CCCC2)c(Cl)c1=O)c1ccc(Cl)cc1	-1	-1	6	.	-0.6	-23	2	-0.9	-7
CC(=O)Nc1ccc(NC(=S)NC(=O)/C=C/c2ccc(Cl)cc2)cc1	3	-1	4	37	0.1	0	2	0.2	-7
Cc1cccc(N2CCN(C(=O)C3CCN(S(=O)(=O)c4ccc5c(c4)oc(=O)n5C)CC3)CC2)c1C	6	.	3	-13	0.3	.	-1	0.5	0
O=C(NCCc1ccco1)C(=O)NCC1OCCCN1S(=O)(=O)c1cc(F)ccc1F (stereo not drawn)	4	-8	2	-11	0.0	-9	24	0.4	-4
CC(C)c1ccc2[nH]c(O)c(N=NC(=O)c3cccc(S(=O)(=O)Nc4cccc(Cl)c4)c3)c2c1	1	-2	-3	10	-0.5	7	2	-0.5	-3
COc1ccc(CN2CCSCC2)c(C)c1C	4	-29	.	3	-1.6	.	3	.	5
Nc1nc2c(c(=O)[nH]1)C(c1cccc3ccccc13)C1=C(N2)c2ccccc2C1=O (stereo not drawn)	2	-19	2	-4	0.6	-24	9	-0.7	-3
COc1ccccc1CNC(=O)c1cc2ccc3ccc(C)[nH]c3c2n1	3	.	-1	-12	-1.5	.	6	-0.8	-3

The list continues:
SMILES	D1 agonist	RXFP1 antag	D2 potentiator	D1 antag	TRHR agonist	D2 antag	TRHR PAM	D2 agonist	D1 PAM
Cc1onc(-c2ccccc2Cl)c1C(=O)NC(=S)NCc1cccnc1	1	-1	13	.	-0.7	2	-3	0.0	-8
CC1CCCCC1NC(=O)CN(C)S(=O)(=O)c1ccc2c(c1)c(=O)n(C)c(=O)n2C (stereo not drawn)	8	-35	8	11	-0.6	-5	5	-0.1	3
CNC(=O)COc1coc(CN2CCN(C(=O)c3ccco3)CC2)cc1=O	2	-3	1	2	0.5	-8	5	-0.9	-5
O=C(c1ccc([N+](=O)[O-])cc1)N1CCN(c2cccc3[nH]ccc23)CC1	1	1	-9	4	0.4	-1	-7	15	3
COc1cc(/C=N/NC(=O)C2CC(=O)N(c3ccc(C)cc3)C2)cc(OC)c1OC (stereo not drawn)	2	1	-9	-8	-0.9	15	5	-0.7	0
Cc1ccc(C(=O)Nc2ccc(N3CCCC3)cc2)cc1	1	?	-1	5	0.0	-11	1	0.4	1
O=C(c1ccccc1)c1ccc(OCC(O)CNCc2cccc(Cl)c2)cc1 (stereo not drawn)	43*	?	13	-5	2.6	-7	7	0.4	-2
O=C(CN1CCN(c2ccccn2)CC1)Nc1ccccc1	-2	-5	8	13	-0.1	31*	-15	0.9	1
Cc1ccc(S(=O)(=O)N2CCN(C(=O)COC(=O)c3oc4ccccc4c3C)CC2)cc1	6	1	11	21	0.1	-9	0	0.6	-3
CC(=O)c1ccc(NC(=O)C(C)OC(=O)c2ccc(Br)o2)cc1 (stereo not drawn)	9	-1	7	1	-0.2	9	-1	0.3	0

Continued.
SMILES	D1 agonist	RXFP1 antag	D2 potentiator	D1 antag	TRHR agonist	D2 antag	TRHR PAM	D2 agonist	D1 PAM
CCN(CC)S(=O)(=O)c1ccc(N2CCOCC2)c(NC(=O)c2ccc(F)cc2)c1	-4	0	1	16	0.4	1	7	0.6	0
COC(=O)c1ccccc1NC(=O)CCNC(=O)Cn1cnc2ccccc2c1=O	1	-5	.	-4	0.6	.	5	.	0
CCC(CO)n1cnnc1-c1ccncc1 (stereo not drawn)	0	8	2	-4	0.1	-3	2	0.4	0
O=C1[C@@H]2Cc3c([nH]c4ccccc34)C(c3ccc(Cl)cc3)N2C(=O)CN1CCO (stereo partly drawn)	1	7	10	15	-0.9	-14	-1	-0.9	-5
O=C1Oc2ccccc2C(=O)/C1=C\N1CCN(c2ccccc2)CC1	-1	9	-17	1	0.2	24	6	15	-6
COc1ccccc1NC(=O)CCN1C(=O)c2ccccc2C1=O	5	-5	12	-7	0.8	7	1	1.0	-1
COc1ccc(S(=O)(=O)/N=C2/NC(=O)/C(=C\c3ccco3)S2)cc1	2	5	5	-15	-0.9	4	-5	-1.2	2
C=CCOCC(O)Cn1c(N2CCCC2)nc2c1c(=O)[nH]c(=O)n2C (stereo not drawn)	2	-3	5	-12	-0.2	6	-5	0.9	-5
O=C(Nc1ccc(Br)cc1)C1OCCc2ccccc21 (stereo not drawn)	2	-5	-5	7	0.1	-2	-3	-2.0	0
Cc1ccc(NC(=O)c2cc(N3CCOCC3)nc3ccccc23)cc1	2	-12	-28	-3	0.9	-5	-4	-1.0	6

Fetched by compound from above:
SMILES	D1 agonist	RXFP1 antag	D2 potentiator	D1 antag	TRHR agonist	D2 antag	TRHR PAM	D2 agonist	D1 PAM
O=C1Oc2ccccc2C(=O)/C1=C\N1CCN(c2ccccc2)CC1	-1	9	-17	1	0.2	24	6	15	-6
O=C(Nc1ccc(Br)cc1)C1OCCc2ccccc21 (stereo not drawn)	2	-5	-5	7	0.1	-2	-3	-2.0	0

The list goes on.
SMILES	D1 agonist	RXFP1 antag	D2 potentiator	D1 antag	TRHR agonist	D2 antag	TRHR PAM	D2 agonist	D1 PAM
COc1ccc(C(C)=O)cc1CSc1nnc(-c2ccncc2)o1	3	0	1	7	0.4	0	-1	-0.4	-6
COCCNC(=S)N/N=C(\C)c1ccccc1OC	3	-5	6	-4	-0.1	-1	-10	-0.1	-8
Cc1nn(Cc2ccccc2Cl)c2sc(C(=O)NCCCn3ccnc3)cc12	4	4	-11	-28	-0.5	3	1	0.0	-9
COC(=O)[C@H](C)[C@H]1C[C@]1(C)[C@H](NC(=O)OCc1ccccc1)c1ccccc1	22	.	4	-4	-0.8	-2	-1	-1.1	-7
Cc1ccc(OCCSc2nc3ccc(NC(=O)COc4ccc(F)cc4)cc3s2)cc1	13	.	17	-2	1.5	.	3	-1.4	-1
CN(CC(=O)NCCc1ccccc1)S(=O)(=O)c1ccc(Br)cc1	-1	6	4	-4	-1.8	-4	7	-0.1	-2
C#CCOCCOCCOCCNc1nc(N2CCN(C(=O)[C@H](CCCCN)n3cc(CC(C)O)nn3)CC2)nc(N2CCN(C(=O)[C@H](CCCCN)n3cc(CC(C)O)nn3)CC2)n1 (stereo partly drawn)	2	.	8	-1	0.5	2	1	0.1	-3
CCOc1cc(NC(=O)c2ccco2)c(OCC)cc1NC(=O)CCc1ccc(OC)cc1	2	.	-2	30	0.8	-6	-2	-1.7	-6
CCCc1cc(=O)[nH]c(SCC(=O)CSc2nc(CCC)cc(=O)[nH]2)n1	1	8	-3	16	0.2	-3	5	-0.7	-6
O=C(OCCN1C(=O)c2ccccc2C1=O)Oc1ccccc1	1	15	8	4	-0.3	0	10	0.0	4

Compounds as they come, and some 7.1% of all compounds hit somewhere here.
